S100A4 MyoIIA: inhibitors of S100A4-myosin IIA peptide binding, primary screen, biochemical, fluorescence polarization, TAMRA-MyoIIA peptide; Protein S100-A4 (Homo sapiens), P26447; inhibition, % at 10.7 µM; 360,000 compounds, 0.14% hits; AID 652163, 2013;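 active = mean inhibition of at least 70% across replicates, with every replicate also reaching that level; inconclusive = mean inhibition reaches 70% but some replicates fall short; inactive = mean inhibition below 70%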
Target sequence (P26447 whole entry, looked up): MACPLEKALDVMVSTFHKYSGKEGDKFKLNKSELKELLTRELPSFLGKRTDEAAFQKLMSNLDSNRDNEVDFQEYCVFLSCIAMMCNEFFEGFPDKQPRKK
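Compound dosing: one dose per compound; test system: human S100A4 monomer with TAMRA-labelled myosin IIA peptide; probe or stimulus: TAMRA-labelled myosin IIA heavy-chain peptide probe, 5 nM; medium: HEPES buffer with Ca2+, pH 7.2; schedule: 5 min incubation before reading; benchmarks: neutral control DMSO, positive control TFP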
FN deposition inh: inhibitors of fibronectin matrix deposition, primary screen, AH1F cells, Alexa488-fibronectin fluorescence, plate reader; AH1F fibroblasts, overnight; 350,000 compounds, 0.086% hits; inhibition, % at 12.6 µM; AID 743247, 2014;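 active = mean inhibition across replicates of 30% or more, regardless of how many single replicates reach that level; inconclusive = mean under 30% yet at least half of replicates reach 30%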;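 also: positive control wells lacked labelled fibronectin entirely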
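Test system: AH1F fibroblast monolayer depositing Alexa488-labelled fibronectin into matrix. Input: 10000 cells per well. Technique: fluorescence, ex 485 nm, em 525 nm. Buffer or medium: DMEM plus 2% serum, read in PBS. Timing: 1 h cell adhesion before compound, then overnight fibronectin incubation. Compound: single dose, pinned. Read-out basis: inhibition from reduced deposited-fibronectin fluorescence.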
ERAP1 HTS inh: human ERAP1 aminopeptidase inhibitors, primary screen, biochemical, single point, plate reader; Endoplasmic reticulum aminopeptidase 1 (Homo sapiens), Q9NZ08; recombinant ERAP1, Leu-AMC fluorescence, 60 min; inhibition, % at 10.7 µM; 340,000 compounds, 0.15% hits; AID 652197, 2013;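 active = mean replicate inhibition of at least 30%, or all replicates individually reaching that 30% level; inactive = mean below 30% and not every replicate reaching it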;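 also: 0% = neutral control wells and 100% = L-leucinethiol positive control wells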
Target sequence (Q9NZ08 whole entry, looked up): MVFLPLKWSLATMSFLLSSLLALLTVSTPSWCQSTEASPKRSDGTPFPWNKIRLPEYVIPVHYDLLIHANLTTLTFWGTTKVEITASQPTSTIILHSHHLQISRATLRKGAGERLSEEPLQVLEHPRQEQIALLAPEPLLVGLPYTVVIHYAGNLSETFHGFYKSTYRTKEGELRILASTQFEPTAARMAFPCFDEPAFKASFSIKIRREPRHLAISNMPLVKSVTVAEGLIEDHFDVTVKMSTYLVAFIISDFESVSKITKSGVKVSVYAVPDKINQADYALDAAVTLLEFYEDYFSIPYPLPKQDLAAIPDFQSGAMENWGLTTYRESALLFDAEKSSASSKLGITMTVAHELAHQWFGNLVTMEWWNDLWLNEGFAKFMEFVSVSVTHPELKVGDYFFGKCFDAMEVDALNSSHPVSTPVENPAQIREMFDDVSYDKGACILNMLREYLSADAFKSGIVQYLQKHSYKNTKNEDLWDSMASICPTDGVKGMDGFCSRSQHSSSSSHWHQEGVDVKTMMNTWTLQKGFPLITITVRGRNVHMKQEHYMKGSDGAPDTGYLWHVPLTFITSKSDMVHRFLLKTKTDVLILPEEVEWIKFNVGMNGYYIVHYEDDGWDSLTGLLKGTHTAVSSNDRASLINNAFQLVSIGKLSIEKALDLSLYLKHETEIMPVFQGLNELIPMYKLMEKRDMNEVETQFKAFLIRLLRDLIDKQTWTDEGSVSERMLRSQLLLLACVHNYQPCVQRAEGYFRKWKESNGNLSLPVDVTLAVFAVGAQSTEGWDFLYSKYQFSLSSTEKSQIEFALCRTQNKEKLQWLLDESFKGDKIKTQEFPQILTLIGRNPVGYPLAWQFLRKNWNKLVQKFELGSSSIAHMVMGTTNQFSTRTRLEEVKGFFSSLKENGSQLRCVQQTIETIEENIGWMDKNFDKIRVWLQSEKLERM
LGR2 inh: inhibitors of bursicon-induced LGR2 CRE-luciferase signal, primary screen, cell-based, HEK293, CRE-luciferase reporter, bursicon stimulation; 380,000 compounds, 0.35% hits; inhibition, % at 9.99 µM; bursicon-stimulated, 4 h;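 active = drop in luminescence signal, shown as inhibition above about 50% in the replicate tests, limit read from the data, passing the limit was not always enough; inconclusive = probably only some replicates passing the limit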;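 also: agonist challenge used bursicon conditioned medium at about half maximal strength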
PGC1a acetyl inh: inhibitors of PGC1a acetylation signal, primary screen, cell-based, U2OS, AlphaScreen, inhibitor mode; AlphaScreen anti-acetyl-lysine; with virally co-expressed GCN5 acetyltransferase; inhibition, % at 15.6 µM; 350,000 compounds, 0.17% hits;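 active = every replicate shows inhibition of at least 40%; inconclusive = mean inhibition at least 40% but some replicate below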;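 also: 0% = neutral control wells and 100% = positive control wells; some results beyond the cut were filed as inactive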
PAX8 reporter: inhibitors of PAX8-driven TPO luciferase reporter, primary screen, RMG-I cells, single concentration | SteadyGlo, 24 h | inhibition, % at 12.6 µM | 360,000 compounds, 1.2% hits | AID 652154, 2013;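 active = mean replicate inhibition at least 60% with every replicate also reaching 60%; inconclusive = only one of the two criteria is met; inactive = mean below 60% and not all replicates reaching 60%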;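 also: luciferase light reporting Pax8 driven TPO promoter activity; plate controls were median of neutral control wells for no effect and mitoxantrone controls for full effect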
PglD inh: C. jejuni PglD acetyltransferase inhibitors, primary screen, biochemical, DTNB colorimetric, single point. UDP-N-acetylbacillosamine N-acetyltransferase PglD (Campylobacter jejuni). purified PglD enzyme, DTNB colorimetric CoA detection. inhibition, % at 12.5 µM. 360,000 compounds, 0.098% hits; in the data active = inhibition above about 16%, passing the limit was not always enough; inconclusive = no clear call, values can overlap the other calls; also: strong numbers were not always called active
EWS-Fli inh: EWS/Fli-driven NR0B1 reporter inhibitors, primary screen, A673 cells, NR0B1 luciferase, luminescence, MLPCN library. 350,000 compounds, 0.67% hits. inhibition, % at 12.6 µM. viability-normalised;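 active = mean inhibition of at least 50% after viability correction, with every replicate also passing that limit; inconclusive = mean reaches 50% but only one of two replicates passes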;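 also: firefly luciferase signal divided by Alamar Blue viability fluorescence both relative to DMSO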
Numbers without * were called inactive; ? = inconclusive; . = no result given; & = joins results of further samples.

The opening 3 entries (preview)
SMILES	S100A4 MyoIIA	FN deposition inh	ERAP1 HTS inh	LGR2 inh	PGC1a acetyl inh	PAX8 reporter	PglD inh	EWS-Fli inh
Cc1cc(C)c2c(NC(N)=S)n[nH]c2n1	-4	.	-2	2	-7	7	26*	2
C[C@@H]1CCCCO[C@@H](CN(C)Cc2ccc(Cl)c(Cl)c2)[C@H](C)CN([C@@H](C)CO)C(=O)c2cc(NC(=O)Nc3ccc(C(F)(F)F)cc3)ccc2O1	-10	.	0	18	-8	91*	0	-8
COc1ccc(C(CC(=O)c2ccc(C)cc2)Sc2ccccc2N)cc1 (centres undefined)	3	-7	-5	32	-4	-72	-2	-2

Results, previewed entries included:
SMILES	S100A4 MyoIIA	FN deposition inh	ERAP1 HTS inh	LGR2 inh	PGC1a acetyl inh	PAX8 reporter	PglD inh	EWS-Fli inh
Cc1cc(C)c2c(NC(N)=S)n[nH]c2n1	-4	.	-2	2	-7	7	26*	2
C[C@@H]1CCCCO[C@@H](CN(C)Cc2ccc(Cl)c(Cl)c2)[C@H](C)CN([C@@H](C)CO)C(=O)c2cc(NC(=O)Nc3ccc(C(F)(F)F)cc3)ccc2O1	-10	.	0	18	-8	91*	0	-8
COc1ccc(C(CC(=O)c2ccc(C)cc2)Sc2ccccc2N)cc1 (centres undefined)	3	-7	-5	32	-4	-72	-2	-2
Cc1[nH]n(-c2ccccc2)c(=O)c1N=Nc1ccc(C(N)=O)cc1	-1	-7	-2	-11	12	30	4	8
N#C[C@H]1[C@H](c2ccc(C#CC3CCCC3)cc2)[C@@H](CO)N1C(=O)Cc1ccccn1	-5	-10	2	-1	6	.	.	-2
COc1ccc(NS(=O)(=O)c2ccc3oc(SC)nc3c2)cc1	3	-7	-1	13	.	1	1	12
O=C(CCN1C(=O)[C@H]2CC=CC[C@H]2C1=O)NCc1nc(-c2ccc(Cl)cc2)no1	-4	0	2	-2	-7	0	-5	-2
Cc1noc(C)c1C(=O)NNc1ccc(C(C)C)cc1	-6	5	6	-2	-8	8	0	1
CN(C)C(=O)C[C@@H]1CC[C@@H]2[C@H](COC[C@H](O)CN2CC2CCCCC2)O1	3	4	0	9	0	-8	-4	0
CN1CCN(C(=O)C[C@H]2CC[C@@H]3[C@H](COC[C@H](O)CN3C(=O)c3ccc(F)cc3)O2)CC1	-5	-2	1	5	3	-5	-4	0
CC(C)C[C@H]1CN(CCCC[C@H]2CNC(=O)C(=O)N2CCc2ccc(O)cc2)C(=O)C(=O)N1CCc1ccc(O)cc1	5	-4	.	-18	.	-8	.	10
OCC[C@@H]1C[C@H](O)[C@@H](O)[C@@]2(OCCCc3cc(Cl)ccc32)O1	-2	3	0	8	2	4	-5	0

No new results follow: 2 of the compounds above.
SMILES	S100A4 MyoIIA	FN deposition inh	ERAP1 HTS inh	LGR2 inh	PGC1a acetyl inh	PAX8 reporter	PglD inh	EWS-Fli inh
Cc1cc(C)c2c(NC(N)=S)n[nH]c2n1	-4	.	-2	2	-7	7	26*	2
C[C@@H]1CCCCO[C@@H](CN(C)Cc2ccc(Cl)c(Cl)c2)[C@H](C)CN([C@@H](C)CO)C(=O)c2cc(NC(=O)Nc3ccc(C(F)(F)F)cc3)ccc2O1	-10	.	0	18	-8	91*	0	-8

(listing goes on)
SMILES	S100A4 MyoIIA	FN deposition inh	ERAP1 HTS inh	LGR2 inh	PGC1a acetyl inh	PAX8 reporter	PglD inh	EWS-Fli inh
COc1ccc(NC2=C(Cl)C(=O)N(CCc3ccccc3)C2=O)c(OC)c1	.	.	.	-31	-4	-31	-4	-4
Clc1ccc(CNC23CN4CN(CN(C4)C2)C3)c(Cl)c1	0	6	-9	-7	.	13	.	11
CCn1c(SCC(=O)Nc2ccc3c(c2)OCO3)nnc1C(C)C	1	0	0	3	-17	11	1	2
Cc1cc2n(c(=O)c1C#N)CCCN2c1cccc(Cl)c1	.	0	.	.	-6	18	-1	.
O=C1CC(c2ccc(O)cc2)Oc2cc(O)cc(O)c21 (centres undefined)	-7&-3	2&-5	1	-6	-2	-36	2	-3
C[C@@H]1CN([C@H](C)CO)C(=O)c2cc(C#CC3CC3)cnc2O[C@H]1CN(C)C(=O)Nc1ccc(F)cc1	7	.	-1	0	?	.	1	-4
O=C(NCc1ccccc1Cl)c1cccc(NC2=NC3CS(=O)(=O)CC3S2)c1 (centres undefined)	0	0	4	4	4	8	6	-7
O=C(CCCC(=O)N/N=C\c1ccccn1)N/N=C\c1ccccn1	-1	-13	5	-3	.	0	.	6
COc1ccc([C@H]2CC(=O)C=C(c3ccc(OC)nc3)C2)cc1	3	1	-1	7	-2	-17	3	-14
O=C(c1ccco1)c1cn(CC(=O)N2CCCCC2)c2ccccc12	.	-1	.	.	-2	-8	1	.
CCOC(=O)C1=CC[C@H]2c3c(c4ccc(OC)cc4n3C)C(=O)C1N2S(=O)(=O)c1ccc(C)cc1	-1	-9	0	9	9	3	8	20
CC(NC(=O)c1ccccc1F)c1nnc(SCC(=O)NC2=NCCS2)n1C (centres undefined)	0	5	-1	11	0	5	-1	-3
N#Cc1c(NC(=O)CSc2nc(-c3ccccc3)cc(C(F)(F)F)n2)sc2c1CCC2	.	1	.	4	6	2	10	.
O=C(Nc1ccccc1)N1C[C@H]2[C@@H](c3ccccc31)[C@H](CO)N2Cc1ccccc1Cl	-1	.	5	1	-7	-3	2	-14
COC(=O)c1ccc2nc(-c3ccccc3)c(Cc3ccccc3OC)n2c1	-3	6	.	-22	5	-78	1	-34
O=C(COC(=O)c1c[nH]c(=O)[nH]c1=O)Nc1ccccc1	9	9	0	3	.	2	.	-3
Cc1ccc(-c2[nH]c(-c3ccccc3)nc2SCC(=O)NCC2CCCO2)cc1 (centres undefined)	5	0	6	-25	.	-2	1	4
O=C1NC(Cc2ccc(O)cc2)c2nc3ccc(Br)cc3c(=O)n2-c2cc3ccccc3cc21 (centres undefined)	1	-7	-4	7	-3	?	-1	27
CCCC(=O)Nc1ccc2c(c1)OC[C@@H](C)N(Cc1ccccc1F)C[C@@H](C)[C@H](OC)CN(C)C2=O	-2	-4	-2	-11	4	8	2	-2
CCS(=O)(=O)N1CCC(C(=O)Oc2ccccc2Cl)CC1	0	1	-6	4	13	16	-3	8
O=C(C[C@@H]1C=C[C@@H](NC(=O)CC2CC2)[C@@H](CO)O1)NCc1ccccc1	-9	.	1	-16	2	.	.	-8
C=C(NS(=O)(=O)c1ccc(C)cc1)C(=O)OC	8	9	-1	2	-8	-7	-6	5
Cc1ccc(Nc2nnc(SCC(=O)c3ccc(Br)s3)s2)c(C)c1	-9	2	-2	.	2	10	-4	-1
CN(C)CC#Cc1ccc([C@H]2[C@@H](CO)N3CCCCN(C(=O)CN(C)C)C[C@@H]23)cc1	4	.	1	1	-7	-20	3	7
C/C=C/C(=O)Nc1nnc(-c2ccccc2C)s1	-2	2	10	-25	3	2	2	-2
O=C(C[C@@H]1C[C@H]2c3cc(NC(=O)Nc4ccccc4)ccc3O[C@H]2[C@@H](CO)O1)NCCN1CCCCC1	1	.	0	-7	-10	-15	0	3
Cc1ccccc1S(=O)(=O)N1C[C@@H]2[C@H](c3ccccc31)[C@@H](CO)N2C(=O)CC1CC1	-2	.	4	15	-11	12	0	5
CN(CC(=O)Nc1ccc(Cl)c(C(F)(F)F)c1)C(=O)c1cccc2cccnc12	-5	0	-2	18	.	18	1	7
C[C@H]1CN([C@@H](C)CO)C(=O)c2c(c3ccccc3n2C)-c2ccccc2CO[C@@H]1CN(C)Cc1ccccc1C(F)(F)F	-23	-7	-7	23	.	36	.	-13
Nc1nnnn1/N=C/C(Br)=C/c1ccccc1	.	-5	.	.	-43	93*	9	.
CCCNC(=O)c1onc(CSc2cccc(OC)c2)c1C(=O)NCCC	2	0	.	-22	.	-18	-3	13
CCCCc1cc(=O)oc2cc(C)cc(OC(C)C(=O)NCc3ccccn3)c12 (centres undefined)	0	8	1	-9	-2	20	4	17
Clc1ccc2c(c1)C=Nc1c(NCc3ccccc3)ncnc1O2	.	5	.	.	-8	-8	2	.
O=C(c1ccccc1)c1ccc(C(=O)N2CCN(c3ccccc3O)CC2)cc1	1	-4	-3	1	-10	9	2	1
CN(C)/C=N/N(C)c1ncccc1[N+](=O)[O-]	9	3	2	2	.	-3	3	-1
CC=Cc1ccc2n(c1=O)C[C@@H]1[C@@H](CO)[C@H](C(=O)NCCC)N(Cc3cccc(F)c3)[C@H]21 (mixture of isomers)	-69	.	3	4	-17	-8	-5	4
C/C=C/C(=O)OCC(=O)Nc1ccc(OC)c(Cl)c1	.	-3	.	5	8	14	-2	.
COc1ccc(C(=O)Nc2cccc(NC(=O)c3cccs3)c2)cc1	-1	-6	-3	-18	.	1	0	-66
COc1ccccc1CNS(=O)(=O)c1ccc(Cl)s1	1	-2	-1	18	-4	-18	-3	-17

Record cards (already shown). Order of screens: S100A4 MyoIIA	FN deposition inh	ERAP1 HTS inh	LGR2 inh	PGC1a acetyl inh	PAX8 reporter	PglD inh	EWS-Fli inh
Cc1ccccc1S(=O)(=O)N1C[C@@H]2[C@H](c3ccccc31)[C@@H](CO)N2C(=O)CC1CC1 is listed with -2	.	4	15	-11	12	0	5
O=C(c1ccco1)c1cn(CC(=O)N2CCCCC2)c2ccccc12 is listed with .	-1	.	.	-2	-8	1	.
O=C(CCN1C(=O)[C@H]2CC=CC[C@H]2C1=O)NCc1nc(-c2ccc(Cl)cc2)no1 is listed with -4	0	2	-2	-7	0	-5	-2
Clc1ccc(CNC23CN4CN(CN(C4)C2)C3)c(Cl)c1 is listed with 0	6	-9	-7	.	13	.	11
CC(NC(=O)c1ccccc1F)c1nnc(SCC(=O)NC2=NCCS2)n1C (centres undefined) is listed with 0	5	-1	11	0	5	-1	-3

Reformatted with values under each structure: entries from further up
Second line of a record: S100A4 MyoIIA	FN deposition inh	ERAP1 HTS inh	LGR2 inh	PGC1a acetyl inh	PAX8 reporter	PglD inh	EWS-Fli inh
- CN(C)/C=N/N(C)c1ncccc1[N+](=O)[O-]
  9	3	2	2	.	-3	3	-1
- C[C@H]1CN([C@@H](C)CO)C(=O)c2c(c3ccccc3n2C)-c2ccccc2CO[C@@H]1CN(C)Cc1ccccc1C(F)(F)F
  -23	-7	-7	23	.	36	.	-13

Rows were taken by chance, and some 2.1% of all compounds hit somewhere here.
